Source: PubChem BioAssay (NCI)
NCI-60 one-dose screen, 48 h, at 10 µM unless noted. Numbers give growth in % (100 = growth as untreated, 0 = no growth, -100 = all killed).
LOX IMVI: LOX IMVI melanoma. AID 1794757. 7.4% of 79,000 active
BT-549: BT-549 breast cancer; 4.4% of 78,000 active; AID 1794793
MALME-3M: MALME-3M melanoma. 5.8% of 78,000 active. AID 1794766
SK-MEL-2: SK-MEL-2 melanoma | 4.7% of 77,000 active
HS 578T: HS 578T breast cancer; 4.1% of 78,000 active
T-47D: T-47D breast cancer. 5% of 79,000 active
UACC-257: UACC-257 melanoma. 4.4% of 78,000 active. AID 1794764
UACC-62: UACC-62 melanoma; 5.4% of 81,000 active; AID 1794756
Numbers without * were called inactive; . = no result given; & = joins results of further samples. How the source made its calls: active means growth percent below 10; inactive means the rest.

smiles	LOX IMVI	BT-549	MALME-3M	SK-MEL-2	HS 578T	T-47D	UACC-257	UACC-62
CC(C)(C)CC(C)(C)n1nnnc1C(NC12CC3CC(CC(C3)C1)C2)c1ccc(C(C)(C)C)cc1 (configuration not stated)	100	108	108	94	102	93	97	97
O=[N+]([O-])c1cc(-c2cccnc2)n[nH]1	97	97	99	127	102	98	98	101
CC(C)OC(=O)CCCCCc1ccccc1	93	108	101	124	108	106	93	112
Nc1cccc(SC(CC(=O)c2ccc(-c3ccccc3)cc2)c2ccco2)c1 (configuration not stated)	111	96	100	91	108	71	97	95
COc1ccc2nccc(C(N)=O)c2c1	100	90	111	89	117	97	100	97
COc1ccc(OC)c(Cn2cc3c(c2-c2cc(OC)c(OC)c(OC)c2)CCCc2cnoc2-3)c1	84	89	85	66	73	37	88	56
Cc1nn(C)c2ncnc(N/N=C/c3ccccc3)c12	103	105	113	115	99	88	108	96
CCC1S/C(=N\N=C(/C)c2cc3ccccc3o2)N(c2ccccc2)C1=O (configuration not stated)	94	234	105	100	99	85	118	80
Cc1n[nH]c(=S)n1C	105	93	93	74	94	86	81	94
CC1=C(C#N)C2=Nc3ccccc3C(=O)NN2C(c2ccccc2)=C1	104	97	91	101	97	90	94	94
C[C@H](Oc1cc(-c2cnn(C3CCNCC3)c2)cnc1N)c1c(Cl)ccc(F)c1Cl	8.9*	76	-38*	71	57	56	-45*	60
O=C(Nc1ccc(F)c(Cl)c1)Nc1ccc(Cl)c(Cl)c1	.	64	57	80	72	86	84	59
ClCc1ccc(Sc2ccccc2)cc1	90	101	100	97	93	104	98	99
O=C(/C=C/C=C/c1ccc2c(c1)OCO2)N1CCCCC1	101&98	108	214&108	58&128	95&104	103&91	106&114	90&92
Cc1nc2ccccc2c(/C=C/c2ccc(Br)cc2)c1C(N)=O	92	112	89	100	88	80	106	81
CC1=C(C(=O)n2nc3ccccc3n2)C(c2cccc([N+](=O)[O-])c2)C(C(=O)n2nc3ccccc3n2)=C(C)N1	94	110	98	106	105	101	105	102
C[C@@H]1CN(C(=O)CCOS(C)(=O)=O)[C@@H](C)CN1C(=O)CCOS(C)(=O)=O	111	133	105	133	115	104	113	92
COc1ccc(OC)c(/C=C2\Cc3c(Cl)cccc3C2=O)c1	93	70	97	97	106	44	100	96
O=C1OC(CN2CCOCC2)CN1/N=C/c1ccc([N+](=O)[O-])o1 (configuration not stated)	88&84	102&109	117&106	108&95	98	99&86	100&103	98&87
CC1=C(C)C(=O)C(NCCN2CCOCC2)=C(Br)C1=O	-29*	87	-69*	69	60	-59*	-13*	39
COc1cccc(-c2nnc3c4c(ncn23)N(C)c2ccccc2C(C)C4)c1 (configuration not stated)	103	122	99	95	108	82	.	82
C[C@@H](NC(=O)Nc1ccc2cc3ccc(NC(=O)N[C@H](C)c4ccccc4)cc3nc2c1)c1ccccc1	96	91	100	92	76	66	97	92
O=c1oc2ccccc2c2ccccc12	100	103	101	108	107	99	108	88
Cc1ccccc1Cc1ccccc1	93	104	108	112	.	99	106	104
O=c1[nH]c2cc([N+](=O)[O-])cc(Cl)c2c2ccccc12	86	81	130	108	68	89	94	92
CN(C)CCC(O)(c1ccccc1)c1ccccc1Cl (configuration not stated)	94	102	95	108	94	99	104	97
COc1cc(C)ccc1OCC(=O)O	99	102	98	77	106	68	92	93
COc1cccc2c1C(=O)OC1(OC(=O)c3ccccc31)O2 (configuration not stated)	98	92	93	112	99	105	110	.
COc1ccc(C(=O)C2OC3=C(C(=O)CC(C)(C)C3)C2c2cccc(Oc3ccccc3)c2)cc1 (configuration not stated)	92	92	112	93	93	76	91	73
CC(=O)OCOC1C(COC(C)=O)OCOC(COC(C)=O)C1OCOC(C)=O (configuration not stated)	99	89	89	118	97	115	109	94
CCOC(=O)/C=C/c1ccc(Br)cc1	103	99	.	101	110	94	103	.
COc1ccc(-c2nc3n[nH]c(Nc4cccc(Cl)c4)c3c(=O)[nH]2)cc1OC	94	91	85	101	103	82	94	81
CCN(CC)CCNC(=O)c1cccc(N2C(=O)/C(=C/c3cccc(F)c3)SC2=S)c1	95	107	100	111	98	99	101	94
C=CCC(C(=O)NCCN(CC)CC)(c1ccccc1)c1ccccc1	.	86	109	109	96	99	97	100
Nn1c(Cc2ccccc2)nnc1Cc1ccccc1	98	92	96	103	110	107	98	96
CC1=CC(C)(C)Nc2ccccc2N1	99	97	105	112	112	99	101	91
CCOC(CN(C(C)C)C(C)C)OCC	96	104	98	99	.	92	112	107
O=c1[nH]c2ccc(Cl)cc2[nH]c1=O	95	102	95	82	102	89	95	98
c1ccc2c(c1)CCCN2c1nc(N2CCCC2)nc(N2CCOCC2)n1	93	99	111	.	113	96	125	92
Cc1cccc2c(Nc3ccc(NS(C)(=O)=O)cc3)c3ccc([N+](=O)[O-])cc3nc12	-43*	29	-22*	-19*	57	0.7*	-16*	1.9*
CN1C(=O)/C(=C\c2nc([P+](c3ccccc3)(c3ccccc3)c3ccccc3)c(N3CCOCC3)o2)SC1=S	86	26	-11*	71	90	79	61	-3.3*
COc1cc(C2C=C(c3ccc(N)cc3)N=C3SC=CN32)cc(OC)c1OC (configuration not stated)	90	99	102	102	106	87	104	94
Cc1ccc(-c2csc(NC(=O)c3cc(-c4ccc(Cl)cc4)nc4ccccc34)n2)cc1	98	95	111	89	99	81	111	89
Cn1cc([C@@H]2Nc3ccc4[nH]ncc4c3[C@H]3[C@H]4CCC(C4)[C@H]32)c(C(F)(F)F)n1	44	55	40	21	34	53	50	30
CSc1nc(C(=O)O)cc(=O)[nH]1	98	104	152	130	104	103	109	112
Cn1c(Cl)cc2c1-c1oncc1CC2	107	108	131	105	105	.	111	99
CCN(CCO)C(c1ccc(Cl)cc1)C(O)c1ccc(Cl)cc1 (configuration not stated)	82	98	104	91	93	.	114	103
Cc1cccc(C)c1Nc1nnc(-c2ccc(N(C)C)cc2)s1	98	106	98	89	98	86	91	87
CC(C)NCCCNc1ccnc2cc(Cl)ccc12	90	103	120	106	95	98	101	115
CCOC(=O)c1cc(=O)[nH]c2ccccc12	88	89	95	106	88	95	.	98
CCOC(=O)CC1CSC(N/N=C(\C)c2ccc3ccccc3c2)=N1 (configuration not stated)	95	96	104	106	95	89	89	91
N/C(=N\C(N)=N\c1nc2ccccc2s1)c1ccnc(Cl)c1	45	38	65	29	26	61	74	34
O=C1NC(=O)C(=Cc2ccc(OCC(=O)N3CCCC3)cc2)C(=O)N1	96	105	102	116	100	102	98	104
O=C(Cc1cccc(-c2ccco2)c1)N1C(=O)OC[C@@H]1Cc1ccccc1	94	91	94	94	99	84	93	89
O=c1ccn2nnc3ccc(Cl)c1c32	87	56	86	90	117	69	72	99
O=C(NCCNc1nccc(-c2c(-c3ccc(F)cc3)nc3sccn23)n1)c1cc(N2CCOCC2)cc(C(F)(F)F)c1	66	.	85	.	.	59	100	58
ClC(Cl)(Cl)c1ccc(C(Cl)(Cl)Cl)cc1	100	98	104	104	101	86	78	95
O=C(/C=C(O)/C=C/c1ccc(C(F)(F)F)cc1)/C=C/c1ccc(C(F)(F)F)cc1	98	108	108	103	94	114	90	100
Cc1ccc(C(c2ccc(C)c(C)c2)C(O)C2OC(=O)C(O)C2O)cc1C (configuration not stated)	102	102	.	113	102	.	99	102
Nc1[nH]c(=S)nc2nc[nH]c12	104&95	113&120	88&107	104&106	88&94	101&111	111&111	92&107

As a working copy, four of the compounds above:
smiles	LOX IMVI	BT-549	MALME-3M	SK-MEL-2	HS 578T	T-47D	UACC-257	UACC-62
ClC(Cl)(Cl)c1ccc(C(Cl)(Cl)Cl)cc1	100	98	104	104	101	86	78	95
O=C(/C=C(O)/C=C/c1ccc(C(F)(F)F)cc1)/C=C/c1ccc(C(F)(F)F)cc1	98	108	108	103	94	114	90	100
Cc1ccc(C(c2ccc(C)c(C)c2)C(O)C2OC(=O)C(O)C2O)cc1C (configuration not stated)	102	102	.	113	102	.	99	102
Nc1[nH]c(=S)nc2nc[nH]c12	104&95	113&120	88&107	104&106	88&94	101&111	111&111	92&107

The results go on.
smiles	LOX IMVI	BT-549	MALME-3M	SK-MEL-2	HS 578T	T-47D	UACC-257	UACC-62
Oc1cc(O)c(Br)cc1Br	94	94	120	97	107	90	102	101
CCc1c(C(=O)N[C@H]2c3cc(Cl)ccc3CC[C@H]2O)[nH]c(C)c1C(C)=O	32	85	92	88	72	81	85	56
O=C1NC(=S)S/C1=C\c1ccncc1	104	106	101	92	107	91	99	103
Fc1ccc2[nH]c3nc(=S)[nH]nc3c2c1	94	111	108	101	91	86	95	103
COc1ccc(Nc2ncnc3sc4c(c23)CCN(Cc2ccccc2)C4)cc1	52	39	107	87	75	27	95	43
O=C(Nc1ccccc1-c1ccccc1)c1ccc(Cl)cc1Cl	92	110	96	105	109	80	119	71
O=C1CC2C=CCN2C=C1NC(=O)c1ccccc1 (configuration not stated)	99	103	94	118	115	100	100	109
CCc1c2c(nc3ccc(OC(=O)OCc4ccc(B5OC(C)(C)C(C)(C)O5)cc4)cc13)-c1cc3c(c(=O)n1C2)COC(=O)[C@]3(O)CC	-68*	13	-44*	-30*	21	7.4*	-60*	-81*
Cc1nn(-c2ccc(Cl)cc2)c2c1C(c1ccc(Br)cc1)C(C#N)=C(N)O2 (configuration not stated)	101	106	101	98	104	97	101	96
O=C(O)c1c2c(nc3ccccc13)/C(=C/c1ccc(O)cc1)CCC2	105	121	103	50	107	99	100	115
COc1ccc(-n2nc(C(=O)NCCCC(=O)O)nc2-c2ccccc2)cc1	100	87	90	102	106	103	101	97
O=C(CN1CCN(c2ncnc3c2cnn3-c2ccccc2)CC1)Nc1ccc(Br)cc1	82	50	-54*	30	71	42	59	45
NC(N)=N/N=C(/c1ccccc1)c1ccc2nc(-c3ccc(Cl)cc3)[nH]c2c1	63	71	106	81	109	79	103	82
COc1ccc(Nc2nnc(-c3csc(N)n3)s2)c(OC)c1	100	98	107	125	102	98	110	105
NS(=O)(=O)c1ccc(C(=O)NN2C(=O)c3c(Cl)c(Cl)c(Cl)c(Cl)c3C2=O)cc1	98	105	104	103	97	84	101	98
COc1cc(C(N)=O)c(OC)c2c1OCO2	95	99	131	114	111	.	114	103
Fc1ccccc1CSc1ncnc2c1ncn2C1CCCO1 (configuration not stated)	70	98	74	115	105	117	102	71
N#CCCN1C(=O)C2C3C=CC(C3)C2C1=O (configuration not stated)	99	103	90	96	99	108	103	102
COc1ccc(C2CC(c3cccs3)=NN2c2ccc(S(=O)(=O)NC(=O)NCc3cccc(OC)c3)cc2)cc1 (configuration not stated)	97	116	31	58	98	86	30	31
Nc1c(I)cc([N+](=O)[O-])cc1I	97	108	114	106	122	86	.	96
C#CC(CCC)OC(C)=O (configuration not stated)	109	118	111	109	110	109	111	102
Cc1ccc(-c2c3sc4ccccc4nc-3c3cc(C)c(C)cc3c2=O)cc1C	98	103	100	103	108	103	101	91
Cc1cnc(SCc2ccccc2)nc1N(C)C	100	108	99	102	96	96	98	89
COc1cc(CCN=Cc2cc(Cl)cc(Cl)c2O)c([N+](=O)[O-])cc1OC	93	91	104	101	112	92	.	103
CC/C=C\C[C@H]1C/C=C2/C(=O)C=C[C@@H]2C/C=C\CCCC(=O)O1	-76*	-20*	-15*	.	36	40	-13*	-58*
CC1=NN(c2cccc(S(=O)(=O)O)c2)C(=O)C1	93&97	100&108	103&135	99&110	112&98	101&92	100&100	96&98
COc1ccc(-c2nc3ccc(-c4nnc(SCC(=O)Nc5ccc(/C(C)=N\O)cc5)o4)cc3[nH]2)cc1OC	94	122	80	84	109	80	100	96
COc1ccc(-c2cc(-c3cc(OC)c(OC)c(OC)c3)nc(N3CCOCC3)c2C#N)cc1	75	128	126	76	67	47	74	57
CN(C)C=Nc1ccc(S(=O)(=O)c2ccc(N=CN(C)C)cc2)cc1	97	.	102	110	106	100	103	93
Cc1ccc(S(=O)(=O)NNC(=O)c2cc3c([nH]c4ccccc43)c(-c3cccc(O)c3)n2)cc1	56	68	71	88	76	38	96	68

Compound profiles, from the list above.
Listed for `Nc1c(I)cc([N+](=O)[O-])cc1I` : LOX IMVI: 97; BT-549: 108; MALME-3M: 114; SK-MEL-2: 106; HS 578T: 122; T-47D: 86; UACC-257: .; UACC-62: 96
Listed for `CC1=NN(c2cccc(S(=O)(=O)O)c2)C(=O)C1` : LOX IMVI: 93&97; BT-549: 100&108; MALME-3M: 103&135; SK-MEL-2: 99&110; HS 578T: 112&98; T-47D: 101&92; UACC-257: 100&100; UACC-62: 96&98
Listed for `Oc1cc(O)c(Br)cc1Br` : LOX IMVI: 94; BT-549: 94; MALME-3M: 120; SK-MEL-2: 97; HS 578T: 107; T-47D: 90; UACC-257: 102; UACC-62: 101

The list continues:
smiles	LOX IMVI	BT-549	MALME-3M	SK-MEL-2	HS 578T	T-47D	UACC-257	UACC-62
O=C(O)C(c1ccccc1)(c1ccccc1)c1ccccc1	99	103	.	100	104	98	94	.
CCOC(=O)C1=C(C)NC(C)=C(C(=O)OCC)C1c1ccccc1	97	101	80	107	90	68	109	74
Cn1nc(C(F)(F)F)cc1-c1cc(Cl)c(OCc2ccc(Cl)cc2)c(-c2ccc(Cl)c(C(F)(F)F)c2)c1O	12	-0.4*	-26*	-34*	-5.7*	.	1.5*	4.4*
Cc1c(O)c(=O)ccn1-c1ccc(N(C)C)cc1	93	102	82	103	78	95	108	94
O=C(CS(=O)(=O)c1ccc(Cl)cc1)c1ccccc1	99	104	118	121	126	102	94	102
